TDP1 cell CPT = qHTS for Inhibitors of human tyrosyl-DNA phosphodiesterase 1 (TDP1): qHTS in cells in presence of CPT | chicken DT40 Tdp1-/-;hTDP1 cells + 20 nM CPT, ATP luminescence, 48 h | Potency, µM (highest dose often 46.2 µM), inactives show at the top dose activity change, negative = growth inhibition, most hits filed as inhibitors | 420,000 tested, 12% active | AID 686979, 2013; note: nearly all actives have a fitted effect of over 55% in size
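Chicken DT40 Tdp1-/- cells complemented with human TDP1, 400 cells/well, exposed to compounds plus 20 nM camptothecin for at least 48 h at 37 C; viability read as ATP content by CellTiter-Glo luminescence.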
TDP1 cell noCPT = qHTS for Inhibitors of human tyrosyl-DNA phosphodiesterase 1 (TDP1): qHTS in cells in absence of CPT; DT40 Tdp1-/- hTDP1 cells, no CPT, ATP luminescence, 48 h; Potency, µM (doses to about 46.2 µM), without a hit: at the top dose activity change, negative = growth inhibition, actives largely listed as inhibitors; 420,000 tested, 15% active; note: nearly all actives have a fitted effect of over 55% in size
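Cells were dispensed at 400 per well, compounds added by pin tool, plates incubated ≥48 hr at 37 °C, then CellTiter-Glo added for 30 min at room temperature before luminescence reading. Line: DT40 Tdp1-/- complemented with hTDP1; camptothecin omitted.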
TDP1 block = qHTS Assay for Inhibitors of Tyrosyl-DNA Phosphodiesterase (TDP1); Tyrosyl-DNA phosphodiesterase 1 (Homo sapiens), Q9NUW8; recombinant TDP1, AlphaScreen DNA substrate cleavage; Potency, µM (doses to about 130 µM), for the others: at the top dose activity change, negative = inhibition, most hits filed as inhibitors; 350,000 tested, 0.28% active; AID 485290, 2010; note: nearly all actives have a fitted effect of over 40% in size
Target sequence (Q9NUW8 whole entry, looked up): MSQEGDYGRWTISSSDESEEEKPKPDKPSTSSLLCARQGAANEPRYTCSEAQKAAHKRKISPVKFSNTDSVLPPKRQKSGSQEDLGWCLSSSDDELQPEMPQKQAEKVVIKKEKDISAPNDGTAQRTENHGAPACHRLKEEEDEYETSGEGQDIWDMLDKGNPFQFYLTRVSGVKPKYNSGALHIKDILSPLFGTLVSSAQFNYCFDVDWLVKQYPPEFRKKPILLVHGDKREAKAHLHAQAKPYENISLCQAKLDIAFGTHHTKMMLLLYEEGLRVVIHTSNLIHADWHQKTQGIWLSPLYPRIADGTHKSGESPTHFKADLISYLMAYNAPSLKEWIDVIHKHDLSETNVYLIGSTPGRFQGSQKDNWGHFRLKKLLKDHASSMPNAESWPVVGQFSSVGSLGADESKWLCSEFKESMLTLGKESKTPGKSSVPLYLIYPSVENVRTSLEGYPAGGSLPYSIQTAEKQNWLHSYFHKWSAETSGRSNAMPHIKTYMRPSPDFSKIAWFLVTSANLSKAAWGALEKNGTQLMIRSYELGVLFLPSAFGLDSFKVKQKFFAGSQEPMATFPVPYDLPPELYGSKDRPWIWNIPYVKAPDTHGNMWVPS
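Tdp1 1 nM final; 15 min RT w/ cpd; substrate 15 nM, 5 min; beads 10 ug/ml, 10 min; AlphaScreen read. Neg ctrl: no enzyme.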
Numbers without * were called inactive; ? = inconclusive; · = not tested or not shown; & = joins results of further samples; [ ] = another dose, or the depositor's remark. Calls come from the whole dose curve; as a rule, active = well fitted curve in the direction sought with a large enough effect; inconclusive = small, poorly fitted or top-dose-only effect, or another doubt; inactive = no such curve, though single readings can be large; an effect the other way counts as inactive or inconclusive. % is set by controls: 0 for no effect and ±100 for the full control effect; potency is the fitted concentration of half-maximal effect. This is a random part of the collection. About 18% of those tested had a hit in this group.

molecule,TDP1 cell CPT,TDP1 cell noCPT,TDP1 block
O=C(c1ccccc1Cl)N1CCC(c2nc3c(nnn3Cc3ccco3)c(=O)[nH]2)CC1,1%,-15%,0%
CCCc1cc(=O)n2[nH]c(-c3ccco3)nc2n1,-11%,-27%,8%
Cc1cc(C(=O)NNC(=O)c2ccc(C)s2)c(C)o1,-1%,-26%,-1%
CCc1ccc(OCC(=O)N(Cc2ccco2)Cc2ccccc2Cl)cc1,?,13µM*,2%
C/C(CC(=O)Nc1cc(C)ccn1)=N\NC(=O)c1ccc(C)cc1,?,?,2%
CN(c1ccccc1)S(=O)(=O)c1ccc(C(=O)Nc2ncccc2O)cc1,?,?,·
CC(CCc1ccccc1)NC(=O)CN1C(=O)NC2(CCCCC2C)C1=O (stereo not given),-1%,-28%,-2%
Cc1noc(C)c1S(=O)(=O)Nc1ccc(C(=O)N2CCN(c3cccc(Cl)c3)CC2)cc1,-17%,-12%,6%
CCOC(=O)C1(Cc2ccccc2)CCCN(Cc2ccc(OCC)c(CO)c2)C1 (stereo not given),?,?,-2%
COc1ccc2nc(SCC(=O)NN)cc(C)c2c1,-7%,21%,5%

Other results
molecule,TDP1 cell CPT,TDP1 cell noCPT,TDP1 block
CC(=O)c1ccc(OCc2cc(C(=O)NCCN3CCCC(O)C3)no2)cc1 (stereo not given),-10%,-2%,3%
CC(=O)C1=C(O)C(=O)N(CCC(=O)O)C1c1ccc(Cl)cc1Cl (stereo not given),1%,1%,0%
CCN(CC)CCn1c2c(c(SCC(=O)Nc3nccs3)nc1=O)CCCC2,2%,-6%,0%
Cc1ccc(C)c(NC(=O)CN(C)C(=O)c2cc3c(s2)CCCCC3)c1,?,?,·
Cc1cccc(NC(=O)c2c(C)cc(C)nc2SCC(=O)Nc2c(C)cc(C)cc2C)c1,?,?,6%
CCOC(=O)C(=O)N1CCN(c2nc(-c3ccc(Cl)cc3)cs2)CC1,-22%,?,·
C=CCN1C(=O)/C(=C2/Sc3ccccc3N2C)SC1=Nc1c(C)n[nH]c1C,-27%,-27%,-3%
CC(=O)N1CCC2(CC1)CN(C(=O)Nc1cccc(C#N)c1)C2,-1%,5%,·
CN1N=C(C(=O)N2CCc3c([nH]c4ccccc34)C2c2ccccc2Cl)CCC1=O (stereo not given),2%,-22%,8%
Cc1c2cnn(CC(=O)NC(C)C)c(=O)c2c(C)n1Cc1ccccc1Cl,?,?,10%

Remaining list, next part:
molecule,TDP1 cell CPT,TDP1 cell noCPT,TDP1 block
CN1CCN(CCC(=O)Nc2ccc3c(c2)OCO3)CC1,2%,5%,0%
CN(CC(=O)Nc1ccccc1Br)C(=O)CNC(=O)c1cccs1,-7%,-1%,-4%
COCCCNCCCCOc1ccc(OCc2ccccc2)cc1,?,23µM*,-7%
COc1cc(NC(=O)c2ccc(Cl)cc2)c(OC)cc1Cl,?,?,2%
O=C1CCCCCN1CP(=O)(O)CN1CCCCCC1=O,6%,-2%,·
Cc1c(C)c2c(OCC(=O)N[C@@H](C(=O)O)c3ccccc3)cc3c(c2oc1=O)CCC(C)(C)O3,4%,-5%,·
Cn1c(SCC(=O)NC2CC2)nnc1C1CC1,-18%,7%,2%
Cc1ccc2c(c1)N(CC(=O)N1CCN(c3nc4ccccc4s3)CC1)C(=O)C(C)O2 (stereo not given),?,?,2%
Cc1ccc(CNC(=O)Nc2ccccc2)c(C)c1,6%,-20%,0%
CCCn1c(N)c(N(CCOC)C(=O)/C=C/c2ccc(C(=O)OC)cc2)c(=O)[nH]c1=O,6%,8%,-2%

The results go on:
molecule,TDP1 cell CPT,TDP1 cell noCPT,TDP1 block
Cc1c(NC(=S)N/N=C/c2ccc(O)cc2)c(=O)n(-c2ccccc2)n1C,1%,?,6%
CCn1nc(NC(=O)c2ccncc2)c2cc3ccccc3nc21,2%,?,4%
CC(C)CNC(=O)c1cccc(NC(=O)C2CCCO2)c1 (stereo not given),0%,-8%,0%
CCOc1ccc(C)cc1S(=O)(=O)NC1CCCCCC1,-29%,10%,1%
COc1ccccc1NC(=O)CN1CCN(CC(=O)Nc2ccc(C)c(F)c2)CC1,16µM*,16µM*,·
O=C1CCCC(=O)N1c1ccc(N2CCN(c3ccccc3)CC2)c([N+](=O)[O-])c1,-22%,?,3%
COc1ccc(C(C(=O)NC2CCCCC2)N(C(=O)c2ccco2)c2ccccc2C(C)=O)cc1OC (stereo not given),?,-24%,·
O=C(N/N=C/c1ccccn1)C12CC3CC(CC(C3)C1)C2,-3%,-3%,3%
CCCCOCCCNC(=O)N[C@@H](CCSC)C(=O)OC,-23%,3%,4%
O=C1CC(c2ccccc2)CC2=C1CN(C1CCCCC1)CN2 (stereo not given),?,?,1%

Ordered by number of heavy atoms (largest number first): some entries from above.
molecule,TDP1 cell CPT,TDP1 cell noCPT,TDP1 block
COc1ccc(C(C(=O)NC2CCCCC2)N(C(=O)c2ccco2)c2ccccc2C(C)=O)cc1OC (stereo not given),?,-24%,·
COc1ccccc1NC(=O)CN1CCN(CC(=O)Nc2ccc(C)c(F)c2)CC1,16µM*,16µM*,·
O=C1CCCC(=O)N1c1ccc(N2CCN(c3ccccc3)CC2)c([N+](=O)[O-])c1,-22%,?,3%
Cc1c(NC(=S)N/N=C/c2ccc(O)cc2)c(=O)n(-c2ccccc2)n1C,1%,?,6%
CCCCOCCCNC(=O)N[C@@H](CCSC)C(=O)OC,-23%,3%,4%

(listing goes on)
molecule,TDP1 cell CPT,TDP1 cell noCPT,TDP1 block
Cc1ccccc1S(=O)(=O)Cc1ccc(C(=O)NCCCOC(C)C)o1,-25%,-16%,5%
O=C(NCC1(O)CCCCC1)C1CCC(=O)N(Cc2ccccc2F)C1 (stereo not given),7%,3%,1%
CC1CCOC2(O1)C(=O)N(CN1CCN(c3cccc(Cl)c3)CC1)c1ccccc12 (stereo not given),-24%,?,0%
Cc1ccc(C(=O)C2CCOC(C)(C)C2)cc1 (stereo not given),-6%,-13%,3%
CC(Oc1ccc(Cl)cc1Cl)c1nc(-c2ccc(NC(=O)c3cccnc3)cc2)no1 (stereo not given),5.8µM*,5.8µM*,7%
C/C(=C/c1oc2ccc(O)cc2c1[N+](=O)[O-])N(C)C,-19%,-10%,5%
O=C(c1ccc(CN2CCOCC2)cc1)N1CCC(Cc2ccccc2)CC1,-8%,-26%,5%
Nc1nc(Nc2ccc(Cl)cc2)c(NC=O)c(=O)[nH]1,0%,3%,·
Cc1cccc(C(=O)N2CCC(c3nc4ccccc4s3)CC2)c1,-9%,-23%,3%
Nc1cc(N)nc(SCC(=O)NNC(=O)c2ccc(Cl)cc2)n1,-2%,14%,-6%

Next section.
molecule,TDP1 cell CPT,TDP1 cell noCPT,TDP1 block
CCNC(=O)NC(=O)COC(=O)CCCc1nc2ccccc2s1,0%,-15%,4%
CCC(C(=O)NC1CCCC1)n1c(C2CC2)nc2ccccc21 (stereo not given),-24%,-30%,·
N#CCCn1c(=O)cnc2cnc(Oc3ccccc3)nc21,-6%,-1%,·
CC(=O)c1ccc(NC(=O)c2ccn[nH]2)cc1,?,?,1%
CC/C(=N\N=C1\SC(C)C(=O)N1Cc1ccco1)c1ccccc1 (stereo not given),?,?,11%
COc1ccc(-n2cc(C(=O)N(C)c3cc(C)ccc3OC)c3ccccc3c2=O)cc1,?,21µM*,10%
c1csc(-c2nnc(COc3ncnc4sccc34)o2)c1,-3%,-2%,6%
CSc1ncccc1C(=O)OCC(=O)c1ccccc1Br,0%,-29%,-9%
CC(=O)OCC(=O)[C@@]1(O)CC[C@H]2[C@@H]3CCC4=CC(=O)CC[C@]4(C)[C@H]3[C@@H](O)C[C@@]21C,?,-29%&-4%,-2%
COCCCNC(=O)CN1C(=O)CSc2ncccc21,-4%,3%,5%

Other records follow:
molecule,TDP1 cell CPT,TDP1 cell noCPT,TDP1 block
Cc1ccc(S(=O)(=O)N2CCN(C(=O)CCOc3ccccc3C)CC2)cc1C,?,?,-15%
O=C(COc1ccc(Cl)cc1)NCC(c1ccco1)S(=O)(=O)c1ccccc1 (stereo not given),?,21µM*,3%
Cc1ccc(-n2ncc3c(N4CCCCC4)ncnc32)cc1,?,?,-8%
CCOC(=O)N1CCN(S(=O)(=O)c2ccc(C)cc2)C1c1ccc(OC)cc1 (stereo not given),?,?,1%
CCc1ccc(C2C3=C(CC(C)(C)CC3=O)Nc3c2c(=O)[nH]c2nc(C)nn32)cc1 (stereo not given),-20%,-7%,1%
COC(=O)c1scc(C)c1NC(=O)CSc1ccc(Cl)cc1,-24%,?,1%
COc1ccc(C)cc1NC(=O)CSc1nnc(-c2ccccn2)n1Cc1ccco1,-7%,-26%,2%
CCCCCNC(=O)c1cccnc1SCC(=O)Nc1ccccc1OC,-17%,?,-3%
COCCCNC(=S)N1CCCN(c2nc3cc(C)c(C)cc3cc2C#N)CC1,?,?,6%
O=C1C(=O)N(CCCN2CCOCC2)C(c2ccc(F)cc2)/C1=C(\O)c1ccc2c(c1)OCCO2 (stereo not given),23%,22%,4%

A different layout for some results above.
The line under a structure holds: TDP1 cell CPT	TDP1 cell noCPT	TDP1 block
CCc1ccc(C2C3=C(CC(C)(C)CC3=O)Nc3c2c(=O)[nH]c2nc(C)nn32)cc1 (stereo not given)
→ -20%	-7%	1%
COC(=O)c1scc(C)c1NC(=O)CSc1ccc(Cl)cc1
→ -24%	?	1%
COc1ccc(C)cc1NC(=O)CSc1nnc(-c2ccccn2)n1Cc1ccco1
→ -7%	-26%	2%
CCCCCNC(=O)c1cccnc1SCC(=O)Nc1ccccc1OC
→ -17%	?	-3%
COCCCNC(=S)N1CCCN(c2nc3cc(C)c(C)cc3cc2C#N)CC1
→ ?	?	6%

Continued.
molecule,TDP1 cell CPT,TDP1 cell noCPT,TDP1 block
CN(CCCC1CCCC1)C(=O)c1cc(COc2c(F)cccc2F)on1,14%,7%,79µM*
CC(C)c1cccc(C(C)C)c1OCCCCN1CCCC1,-22%,-18%,-2%
Cc1cccc(CN2CCN(CC(=O)O)C2=O)c1,2%,-2%,?
Cc1noc(C)c1C(=O)N1CCC2(CC1)CN(c1cccc(-c3ccccc3)c1)C2,?,21µM*,·
O=C(O)c1ccc(-n2cccn2)nc1,26%,1%,1%
CC1CCC(C(C)[C@H]2CCC3C4CC(=O)C5C[C@@H](O)CC[C@]5(C)C4CC[C@@]32C)=NC1 (stereo not given in full),-8%[9.04 µM],-18%[9.04 µM],8%
Cc1ccc(N(CC(=O)NCc2ccco2)C(=O)CCC(=O)Nc2nccs2)c(C)c1,4%,-19%,4%
CCC(C)NC(=O)C1=CCN(S(=O)(=O)c2ccc(C)cc2)CC1 (stereo not given),2%,12%,·
O=C(O)C1C2C=CC(C2)C1C(=O)NCCc1cccc(Cl)c1 (stereo not given),-12%,0%,-1%
COc1ccc(CC(=O)Nc2cc(=O)n(C)c(=O)n2C)cc1,1%,-29%,0%

More results follow:
molecule,TDP1 cell CPT,TDP1 cell noCPT,TDP1 block
Cc1ccc2oc3c(c(=O)c2c1)C(c1cccc(Br)c1)N(Cc1ccco1)C3=O (stereo not given),?,21µM*,2%
Cc1ccc(S(=O)(=O)Nc2ccc(-n3cnnn3)cc2)c(C)c1,?,?,0%[56.1 µM]
O=C(c1cccs1)n1cc(C(=S)N2CCOCC2)c2ccccc21,-1%,-12%,5%
COc1cc(C(C)=O)ccc1Oc1cnccn1,12%,-4%,3%
CCOC(=O)c1ccccc1CN1C(=O)c2ccccc2S1(=O)=O,0%,-23%,·
N#CCCn1c(=O)c(-c2cc(F)cc(F)c2)nc2cnc(Oc3cccc(Cl)c3)nc21,?,?,·
COc1ccc(NC(=O)C(=O)NCCc2ccccc2)cc1OC,-28%,?,3%
CCC(Sc1nc2n[nH]c(C)c2c(=N)n1-c1ccccc1Cl)C(=O)N(CC)CC (stereo not given),18µM*,16µM*,4%
Cc1ccc(/C=N/NC(=O)CN2CCN(S(=O)(=O)c3ccc(Br)cc3)CC2)s1,2%,?,11%
CCCCN(CC)CCNC(=O)c1cn(C)c(=O)c2c1c1ccccc1n2C,-16%&-21%,-2%&-25%,4%
O=C(NCc1cccnc1)C(C(=O)c1ccc(F)cc1)n1ccccc1=O (stereo not given),-23%,-12%,7%
CCOc1cc2[nH]c(=O)n(CCCC(=O)N3CCN(c4ccc(OC)cc4)CC3)c(=O)c2cc1OCC,?,21µM*,-2%

Compound activity: PubChem BioAssay, National Center for Advancing Translational Sciences (NCATS)
